# MazEF act = activators of E. coli MazEF toxin-antitoxin RNase; P0AE70; FAM/BHQ RNA-DNA oligo cleavage fluorescence, 5 h; activation, % at 20 µM; 0.32% of 350,000 active; AID 504720; in the data active = activation above about 50%
# Target sequence (P0AE70 whole entry, looked up): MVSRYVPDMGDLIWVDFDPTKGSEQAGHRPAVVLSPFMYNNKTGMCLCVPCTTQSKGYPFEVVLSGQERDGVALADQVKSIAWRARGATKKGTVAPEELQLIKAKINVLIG
# CCHFV vOTU inh = blocks the CCHF virus ovarian tumor domain protease; CCHFV vOTU protease, Pep-AMC fluorescence; inhibition, % at 11.5 µM; 0.55% of 370,000 active; AID 651958; note: 0% = vehicle wells with enzyme and 100% = no enzyme wells
# Mtb FBA inh = inhibits M. tuberculosis FBA enzyme; purified M. tuberculosis FBA, fluorescence read-out; P9WQA3; 2.3% of 360,000 active; AID 588726; inhibition, % at 1 µM; in the data active = inhibition above about 27%;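 note: 0% = vehicle and 100% = reference inhibitor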
# Target sequence (P9WQA3 whole entry, looked up): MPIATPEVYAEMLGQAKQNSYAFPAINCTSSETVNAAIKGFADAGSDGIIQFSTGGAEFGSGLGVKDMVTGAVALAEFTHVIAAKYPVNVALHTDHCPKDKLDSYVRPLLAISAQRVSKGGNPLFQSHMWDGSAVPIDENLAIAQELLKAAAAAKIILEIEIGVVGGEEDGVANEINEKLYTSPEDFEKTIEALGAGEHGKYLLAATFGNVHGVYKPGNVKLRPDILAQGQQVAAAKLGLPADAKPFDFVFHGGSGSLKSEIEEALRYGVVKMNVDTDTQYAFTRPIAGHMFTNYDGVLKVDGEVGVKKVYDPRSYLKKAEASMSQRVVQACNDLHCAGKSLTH
# FadD28 binding = M. tuberculosis FadD28 bisubstrate binding inhibition. FadD28 bisubstrate probe binding, fluorescence polarization. inhibition, % at 12.5 µM. 0.22% of 360,000 active. AID 588549; in the data active = inhibition above about 8.5%, passing the limit was not always enough; inconclusive = no clear call, values can overlap the other calls
# BoNT F protease = BoNT F light chain protease inhibition | 0.22% of 360,000 active | inhibition, % at 10 µM | Multiplex microsphere protease cleavage assay, flow cytometry; in the data active = inhibition above about 35%, passing the limit was not always enough; inconclusive = no clear call, values can overlap the other calls; note: plate controls were buffer without enzyme for full effect and enzyme alone for no effect
# GDH-TPI counter = GDH-TPI coupled enzyme inhibition counter-screen. GDH-TPI coupled enzyme counterscreen, NADH absorbance. inhibition, % at 4.8 µM. 1.2% of 360,000 active;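 note: 0% = DMSO wells and 100% = wells lacking the enzyme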
# BioA inh = blocks M. tuberculosis BioA enzyme activity | AID 602481 | 0.096% of 360,000 active | inhibition, % at 9.99 µM | purified M. tuberculosis BioA enzyme, plate reader; in the data active = inhibition above about 40%; inconclusive = no clear call, values can overlap the other calls
# Mtb UGM inh = Mtb UDP-galactopyranose mutase inhibition. P9WIQ1. purified UGM, fluorescence polarization probe displacement. inhibition, % at 10 µM. 0.06% of 320,000 active. AID 504406; in the data active = inhibition above about 10%, passing the limit was not always enough; inconclusive = no clear call, values can overlap the other calls
# Rv3671c protease = Rv3671c (M. tuberculosis) protease inhibition; 0.048% of 320,000 active; P9WHR9; inhibition, % at 5.96 µM; AID 2606; in the data active = inhibition above about 38%;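 note: extracellular domain of Rv3671c used as enzyme; 0% = enzyme with DMSO and 100% = no enzyme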
# Target sequence (P9WHR9 whole entry, looked up, the tested form may be a part): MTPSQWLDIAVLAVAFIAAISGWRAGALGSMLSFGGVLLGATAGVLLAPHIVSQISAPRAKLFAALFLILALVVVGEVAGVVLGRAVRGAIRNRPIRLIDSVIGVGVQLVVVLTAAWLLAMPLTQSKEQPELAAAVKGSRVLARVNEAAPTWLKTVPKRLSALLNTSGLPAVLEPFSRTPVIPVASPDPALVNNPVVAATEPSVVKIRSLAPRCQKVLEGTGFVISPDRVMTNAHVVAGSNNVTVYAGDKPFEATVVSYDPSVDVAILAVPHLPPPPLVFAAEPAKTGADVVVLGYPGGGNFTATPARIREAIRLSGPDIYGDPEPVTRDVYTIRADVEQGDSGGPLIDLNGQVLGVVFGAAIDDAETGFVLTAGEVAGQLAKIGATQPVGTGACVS
# DUSP3 inh = blocks human VHR1 dual specificity phosphatase; recombinant VHR phosphatase, pNPP absorbance; inhibition, % at 13.3 µM; AID 1654; P51452; 0.52% of 290,000 active; in the data active = inhibition above about 50%; note: some compounds called inactive have numbers as strong as hits
# Target sequence (P51452 whole entry, looked up): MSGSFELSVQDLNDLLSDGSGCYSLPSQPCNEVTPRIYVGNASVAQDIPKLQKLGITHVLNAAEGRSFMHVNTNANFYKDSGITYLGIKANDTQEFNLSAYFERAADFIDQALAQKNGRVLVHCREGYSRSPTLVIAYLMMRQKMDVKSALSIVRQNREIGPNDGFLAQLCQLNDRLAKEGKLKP
# Active calls of the source: *; ? = inconclusive; · = not tested or not shown; + = active, no number. Cut-off read from the data, not from the text of the source, unless noted: active = inhibition above about 30%; inactive = the rest.
SMILES,MazEF act,CCHFV vOTU inh,Mtb FBA inh,FadD28 binding,BoNT F protease,GDH-TPI counter,BioA inh,Mtb UGM inh,Rv3671c protease,DUSP3 inh
O=C(CCNC(=O)c1ccccc1Cl)Nc1nc2ccc(F)cc2s1,6,-8,3,-2.1,-5,2,-2.6,2.3,-4,·
O=C(O)C1C2CCC(O2)C1C(=O)Nc1ccc(O)cc1 (stereo not given),1,-6,2,-1.5,8,3,·,4.8,5,-4
CCOC(=O)c1cncc(C#CCOC(=O)Nc2ccc(OC(F)(F)F)cc2)c1,5,-13,2,1.3,1,-2,0.1,2.7,-5,19
COc1ccc(C(=O)Nc2cc(C)on2)c(OC)c1,9,3,3,-1.4,-6,10,1.2,-0.8,7,-6
O=C(NCCO)/C(=C/c1ccco1)NC(=O)c1ccco1,-3,-11,-2,-0.9,?,2,·,4.3,-3,·
CCNC(=O)NC(=O)C(C)OC(=O)CNS(=O)(=O)c1c(Cl)cc(Br)cc1Cl (stereo not given),6,6,-3,-3.0,1,-5,·,0.8,-4,14
Nc1ccccc1Oc1ncc(C(F)(F)F)cc1Cl,3,2,3,-0.7,5,4,-1.1,3.2,-1,8
Nc1nc2ccccc2n1CCOc1ccc(Br)cc1,1,5,-2,0.4,17,-9,-0.4,1.5,3,8
CCCN(C1CCS(=O)(=O)C1)S(=O)(=O)c1ccc(F)cc1 (stereo not given),1,3,0,-4.0,9,-4,·,-0.6,8,·
O=C(CCCC(=O)OCC(Cl)=C(Cl)Cl)Nc1ccccc1,-3,10,3,-2.0,-3,-1,·,2.8,2,19
CSc1nnc(CNS(=O)(=O)c2ccc(Br)cc2)n1C,0,13,1,-0.5,-4,-1,-0.8,-0.1,0,0
O=C(O)CCc1ccc(-c2cccs2)n1CCC(=O)O,4,4,11,-1.0,?,9,-0.8,-0.1,2,15
Cc1c(C)c2c(OCC(=O)N3CCC(O)CC3)cc3c(c2oc1=O)CCC(C)(C)O3,-4,-234,+,0.4,-6,31*,-0.2,-0.3,-2,16
CCCCCN(C(=O)CCC(=O)OCc1ccccc1Cl)c1c(N)n(CCCC)c(=O)[nH]c1=O,-5,8,1,-2.7,2,8,-0.4,2.3,-1,0
O=C(Cc1noc2ccccc12)Nc1ccccn1,4,6,2,1.7,-14,7,·,1.8,4,-2
COc1ccc(OCc2ccc(C(=O)N3CCOCC3)cc2)cc1,-1,-7,3,2.6,-10,-4,0.3,1.4,13,4
O=c1[nH]c(=O)n(C2OC(CO)C(O)C2O)cc1F (stereo not given),7,·,-1,-1.8,-8,-9,·,·,·,·
NC(=O)CN1CCN(c2ccccc2F)CC1,9,3,4,-1.0,-9,8,-0.2,1.5,-5,-4
CNC(=O)COC(=O)/C=C/c1cccs1,6,14,-7,-0.3,-2,29,-0.9,-0.3,5,33
COc1cc(C=NNC(=O)c2ccccc2-n2cccc2)ccc1O,-12,6,3,-2.6,-4,19,-1.0,1.4,13,·
Cc1ccc(CNC(=O)c2ccc3c(=O)n(CCCN4CCCC4=O)c(=S)[nH]c3c2)cc1,11,7,1,1.7,?,5,-2.6,2.1,-17,27
CC(Sc1ccccc1)C(=O)NN=C1CCCCCC1 (stereo not given),3,9,-4,-0.7,7,-2,·,0.0,-5,-15
Cc1cccc(N2C(=O)SC(N(CC(=O)O)c3cccc(C)c3)C2=O)c1 (stereo not given),4,-1,2,-0.5,-5,5,-0.1,-1.6,-9,-20
Cc1ccc(Cc2c(-c3cccc(Cl)c3)nc3c4ccccc4ccn23)cc1,·,1,10,-2.2,-2,·,-3.1,·,·,·
CN1NC(c2ccccc2)NN(C)C1=O,·,15,-8,-1.6,-1,·,·,·,·,·
# (cont.)
SMILES,MazEF act,CCHFV vOTU inh,Mtb FBA inh,FadD28 binding,BoNT F protease,GDH-TPI counter,BioA inh,Mtb UGM inh,Rv3671c protease,DUSP3 inh
Cc1cc(C)n(CCN(C)C(=O)c2cc(COc3c(F)cccc3F)on2)n1,4,-14,-4,-0.4,2,1,·,1.7,2,13
CCOC(=O)CNc1nc(Cl)nc(NC(C)(C)C)n1,5,5,5,-2.1,0,-8,-0.1,2.1,1,14
CCOc1ccc(N(CC(=O)NCc2ccc(Cl)cc2)S(=O)(=O)c2c(C)noc2C)cc1,10,8,-2,-0.9,5,4,1.6,2.4,5,2
CCOC(=O)Cc1c(C)nc2c(-c3cccc(Br)c3)c[nH]n2c1=O,-4,-14,41*,-1.1,1,6,5.5,-3.2,12,0
Cc1cccc2c(N=NC(=O)c3ccc(NS(=O)(=O)c4cccs4)cc3)c(O)[nH]c12,-10,6,0,1.5,1,25,-0.1,3.5,-45,·
CCOc1ccc2nc(C(C)O)[nH]c2c1 (stereo not given),2,-10,3,-2.8,-12,3,-2.2,1.6,3,3
C=CCNC(=O)CN(c1ccc(F)cc1)S(=O)(=O)c1ccc(OC)cc1,6,6,0,-1.5,0,7,-1.3,0.3,-1,1
CSc1ccc(C(=O)C2CCCN(C(=O)c3ccsc3)C2)cc1 (stereo not given),8,-9,0,-5.7,-7,19,9.6,0.1,-5,9
CCC(=O)N1CCN(c2ccc(NC(=O)c3ccc(Br)o3)cc2)CC1,-2,-10,2,-0.4,-4,14,·,-0.8,4,2
Cc1nc2ccccc2[nH]c1=O,-19,12,6,-1.4,2,3,·,-1.6,9,-14
Cc1nn(-c2ccc(F)cc2)c(Cl)c1C(=O)OC(C)C(=O)N(C)C1CCCCC1 (stereo not given),3,13,3,0.7,9,0,-1.0,0.5,-1,·
Cc1[nH]nc(SCC(=O)N2CCOCC2)c1[N+](=O)[O-],2,-6,0,1.6,2,9,-0.7,1.7,5,32
CN(C)c1ccc(NC(=O)C2CCCN(S(=O)(=O)c3ccccc3)C2)cc1 (stereo not given),8,0,0,1.7,-3,-1,·,2.9,-3,56*
Cn1ncc2c(Nc3ccccc3Cl)nc(Cl)nc21,6,-7,3,-3.6,?,5,-0.2,-0.7,-6,27
CCC(=O)N1c2ccc(S(=O)(=O)CCC(=O)NCc3ccc4c(c3)OCO4)cc2CC1C (stereo not given),-4,-8,1,-4.6,9,1,-0.2,0.5,11,22
S=C(NC1CCCCC1)N1CCOCC1,6,-3,1,-2.9,-8,6,·,-2.3,9,16
Cn1c2ccccc2n2c(=O)c(=O)n(CC(=O)c3ccc(Cl)cc3)nc12,3,-4,1,-3.3,-1,-4,·,-0.4,-2,-11
COC(=O)CCC(NC(=O)c1cc(-c2ccc3c(c2)OCCO3)oc1C)C(=O)OC (stereo not given),3,0,4,-1.8,-6,6,-7.7,1.1,-8,11
CCOc1cc2c(cc1OCC)-n1cccc1C(c1c(O)cccc1OC)NC2 (stereo not given),-3,10,-1,·,0,13,-0.4,-2.0,2,13
COCC(=O)N(Cc1cc2ccc(C)cc2[nH]c1=O)c1cccc(C)c1,-17,-3,3,1.0,12,13,2.8,0.4,3,-8
CC(=O)Nc1ccc(S(=O)(=O)NNC(=O)c2cccc(Cl)c2)cc1,4,-12,-2,-1.1,0,4,-0.7,2.3,4,15
COc1ccc(NC(=O)CN2C(=O)NC3(CCCCCC3)C2=O)cc1Cl,-15,-2,4,-2.8,-4,12,-2.2,2.7,-2,·
O=C(Nc1ccc(S(=O)(=O)Nc2ncccn2)cc1)c1cccc(S(=O)(=O)N2CCOCC2)c1,5,6,1,-2.5,-11,-1,-1.2,-3.5,8,4
COC1=CC(C)C2CC3OC(O)CC4C(C)=C(OC)C(=O)C(C2(C)C1=O)C34C (stereo not given),·,-2,0,-3.4,6,3,0.0,·,·,·
O=C(NCc1ccc(Cl)cc1)N1CCN(Cc2ccccc2)CC1,-6,-6,1,0.5,?,-5,-2.4,3.7,-2,18

# As a working copy, part of the list above:
SMILES,MazEF act,CCHFV vOTU inh,Mtb FBA inh,FadD28 binding,BoNT F protease,GDH-TPI counter,BioA inh,Mtb UGM inh,Rv3671c protease,DUSP3 inh
O=C(CCNC(=O)c1ccccc1Cl)Nc1nc2ccc(F)cc2s1,6,-8,3,-2.1,-5,2,-2.6,2.3,-4,·
O=C(O)C1C2CCC(O2)C1C(=O)Nc1ccc(O)cc1 (stereo not given),1,-6,2,-1.5,8,3,·,4.8,5,-4

# (next part)
SMILES,MazEF act,CCHFV vOTU inh,Mtb FBA inh,FadD28 binding,BoNT F protease,GDH-TPI counter,BioA inh,Mtb UGM inh,Rv3671c protease,DUSP3 inh
CCCCC(O)(c1ccc(CC)cc1)C(CN1CCOCC1)c1ccccc1 (stereo not given),-2,9,0,-2.5,-6,12,0.9,-0.9,·,-15
CCc1nc2c(OCC=C(C)C)cccn2c1N(C)C(=O)c1ccc(OC)cc1,·,23,-1,-4.8,-1,-4,-1.0,·,·,·
CCOC(=O)C1=C(C)N(c2ccc(OCC)cc2)C(=O)/C1=C\c1ccco1,-9,-8,4,1.3,0,7,·,-1.0,-6,-1
N#CC(=C1C=CC(=NO)C(Cl)=C1)c1ccccc1,·,-4,-12,-6.4,-5,·,·,·,·,·
N#CCCN(C(=O)COC(=O)c1cccc(S(=O)(=O)N2CCCC2)c1)c1ccc(F)cc1,0,6,-1,-5.5,4,-1,1.7,-0.3,3,41
NC(=O)Cn1nc([N+](=O)[O-])nc1Oc1ccc(Br)cc1,-5,12,0,-0.7,-1,-2,·,-1.8,3,6
C/C=C(\C)CN1CCC(n2nccc2NC(=O)c2ccc3c(c2)OCO3)CC1,9,18,5,-1.0,0,9,-0.3,3.5,8,18
CC(Nc1n[nH]c(=O)[nH]c1=O)C(=O)N/N=C/c1ccccc1 (stereo not given),1,7,1,-2.8,5,2,·,-1.3,-6,22
CC12CN3CCN(CC(C3)/C1=N/N=C/c1cccc([N+](=O)[O-])c1)C2,7,-3,-5,-2.9,0,-9,·,0.2,2,1
Cc1cc(N2CCCC2=O)ccc1S(=O)(=O)NCCOc1ccccc1,4,-10,2,1.0,-3,3,1.9,2.0,-4,-14
O=C(CCC(=O)OCc1ccc(Cl)cc1)Nc1ccccc1,4,-5,1,-1.8,-2,3,1.1,-1.1,-10,-11
COc1ccc(/C=C(/NC(=O)c2ccccc2)C(=O)NCCN2CCOCC2)cc1OC,-1,8,-1,-3.2,9,12,-0.9,-0.2,-3,14
COc1ccc(C2C(C(=O)/C=C/c3ccco3)=C(O)C(=O)N2CCN2CCOCC2)cc1OC (stereo not given),-15,16,0,-1.2,-6,4,0.3,-1.6,6,0
CCO[C@@H]1OC(C(N)=O)=C[C@H](c2ccc3c(c2)OCO3)[C@H]1CCCO,7,-5,0,-0.2,-6,3,0.5,2.7,4,7
CN(C(=O)c1cc2nc(-c3ccco3)cc(C(F)(F)F)n2n1)C1CCCCC1,0,15,4,-0.3,-10,15,-1.5,3.8,-7,12
O=C(NCc1ccccc1Cl)/C(=C\c1cccnc1)NC(=O)c1ccccc1,4,3,-2,-0.4,4,3,0.7,2.6,-7,58*
O=C(NCC(c1ccco1)N1CCc2ccccc21)c1ccccc1 (stereo not given),-12,0,-1,1.6,5,5,5.7,0.3,-3,·
CCNC(=O)N(C)C[C@H]1N[C@@](C)(C(=O)OC)[C@H]2C(=O)N(C)C(=O)[C@@H]12,-2,4,3,-2.8,-2,-6,-2.2,-1.6,-3,·
CC(C)(C)C(=O)OCC1OC(n2cnc(C(N)=O)n2)C(O)C1O (stereo not given),5,1,2,-0.5,-5,9,-7.2,-0.5,-12,-8
CCC(CC)C(=O)N(c1ccc(F)cc1)C1C=CS(=O)(=O)C1 (stereo not given),2,-10,4,1.9,-5,4,-1.2,1.1,5,-2
CC1CCCCN1C(=O)c1cc(Cl)ccc1[N+](=O)[O-] (stereo not given),0,2,-4,-0.3,-16,-1,-0.1,1.8,-4,2

# Entries shown so far that contain an aryl thioether with sulfur outside any ring, in the order listed:
SMILES,MazEF act,CCHFV vOTU inh,Mtb FBA inh,FadD28 binding,BoNT F protease,GDH-TPI counter,BioA inh,Mtb UGM inh,Rv3671c protease,DUSP3 inh
CSc1nnc(CNS(=O)(=O)c2ccc(Br)cc2)n1C,0,13,1,-0.5,-4,-1,-0.8,-0.1,0,0
CC(Sc1ccccc1)C(=O)NN=C1CCCCCC1 (stereo not given),3,9,-4,-0.7,7,-2,·,0.0,-5,-15
CSc1ccc(C(=O)C2CCCN(C(=O)c3ccsc3)C2)cc1 (stereo not given),8,-9,0,-5.7,-7,19,9.6,0.1,-5,9
Cc1[nH]nc(SCC(=O)N2CCOCC2)c1[N+](=O)[O-],2,-6,0,1.6,2,9,-0.7,1.7,5,32
